OX1R FRET antag: blocks the human orexin 1 receptor; OX1R-expressing cells, FRET antagonist read-out; inhibition, % at 6.6 µM; actives 1.8% (n = 330,000); in the data active = inhibition mostly above about 38%, no sharp cut-off; inactive = mostly below about 40%;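 note: 0% = agonist challenge alone and 100% = reference antagonist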
Target sequence (O43613 whole entry, looked up): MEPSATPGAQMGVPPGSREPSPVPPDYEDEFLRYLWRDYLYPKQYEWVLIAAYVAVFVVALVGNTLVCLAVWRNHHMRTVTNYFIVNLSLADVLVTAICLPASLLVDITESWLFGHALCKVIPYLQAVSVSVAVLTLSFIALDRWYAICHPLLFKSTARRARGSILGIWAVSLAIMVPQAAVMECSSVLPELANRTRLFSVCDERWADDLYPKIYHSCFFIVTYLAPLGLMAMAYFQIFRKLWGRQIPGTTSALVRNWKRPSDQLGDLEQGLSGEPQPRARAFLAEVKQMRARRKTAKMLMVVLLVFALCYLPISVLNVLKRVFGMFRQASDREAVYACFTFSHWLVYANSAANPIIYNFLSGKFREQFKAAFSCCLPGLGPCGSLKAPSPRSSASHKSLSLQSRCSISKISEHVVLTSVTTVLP
STK33 inh: human STK33 kinase inhibition. actives 0.073% (n = 320,000). Q9BYT3. inhibition, % at 10 µM. purified STK33, MBP phosphorylation, ADP-Glo luminescence;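 active = inhibition at or above 25%, using the most active replicate where run in duplicate; inactive = inhibition below 25%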
Target sequence (Q9BYT3 whole entry, looked up): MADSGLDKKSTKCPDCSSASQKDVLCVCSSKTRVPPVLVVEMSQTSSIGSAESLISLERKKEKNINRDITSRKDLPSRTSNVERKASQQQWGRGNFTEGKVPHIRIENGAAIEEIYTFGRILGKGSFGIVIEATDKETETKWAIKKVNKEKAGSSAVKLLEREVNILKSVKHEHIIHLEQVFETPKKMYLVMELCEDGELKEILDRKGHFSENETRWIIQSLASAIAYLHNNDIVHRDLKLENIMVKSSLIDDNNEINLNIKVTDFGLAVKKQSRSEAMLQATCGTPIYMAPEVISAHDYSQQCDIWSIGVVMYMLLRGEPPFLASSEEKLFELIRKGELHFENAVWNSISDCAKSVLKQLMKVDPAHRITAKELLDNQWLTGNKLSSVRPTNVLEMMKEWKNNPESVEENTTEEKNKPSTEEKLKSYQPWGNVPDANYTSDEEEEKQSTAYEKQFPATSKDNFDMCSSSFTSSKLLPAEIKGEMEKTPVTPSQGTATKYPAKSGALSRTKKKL
Active calls of the source: *; / = not tested or not shown.

Sequence of screens – OX1R FRET antag	STK33 inh
O=C(CCN1CCCCC1)N/N=C/c1ccc(Br)cc1
    15	-0.4
CN1CCN(S(=O)(=O)c2ccccc2)C(c2ccccc2)C1 (configuration not stated)
    -2	1.4
CN(C)CC(C)(C)CNC(=O)C1CCN(Cc2ccccc2O)CC1
    24	0.5
COc1ccc2[nH]cc(C(=O)CCl)c2c1
    17	-0.9
COc1ccc(CNC(=O)CSc2nnc(NC(=O)C3CC3)s2)cc1
    3	-0.6
Clc1ccc(-n2nnnc2CN2CCOCC2)cc1Cl
    10	0.5
O=C(Nc1ccc(N2CCN(C(=O)c3ccccc3)CC2)cc1)c1ccc(Br)o1
    23	3.3
O=C(O)C1C2C=CC(C3CC23)C1C(=O)O (configuration not stated)
    -24	-2.6
Cc1cc2oc(C(=O)N(Cc3ccccc3)c3ccccn3)cc(=O)c2cc1Cl
    17	-2.0
COc1ccccc1CNC(=O)C1CCCN(S(=O)(=O)c2cccs2)C1 (configuration not stated)
    12	-0.5
COc1ccccc1-c1coc2cc(OC(=O)N3CCOCC3)ccc2c1=O
    3	-0.8
Cc1ccn2cc(-c3cccc(S(=O)(=O)N4CCCC4)c3)nc2c1
    7	-0.1
CCOC(=O)N1CCN(S(=O)(=O)c2cccs2)CC1
    18	-0.1
O=C(NCC1(N2CCCCC2)CCCCC1)c1cccc(NS(=O)(=O)c2ccccc2)c1
    16	-0.4
O=C(CSc1nc2ccccc2o1)c1cc2ccccc2oc1=O
    40	0.1
Cn1c(CNC(=O)CNS(=O)(=O)c2ccc(F)cc2F)cc(=O)n(C)c1=O
    3	-0.7
O=C(Nc1cc([N+](=O)[O-])ccc1O)c1ccc2c(c1)C(=O)N(Cc1ccco1)C2=O
    32	6.8
CCCc1cc(=O)oc2cc(C)cc(OCC(=O)NCCCN3CCOCC3)c12
    34	-2.0
CCOC(=O)NC1(NCc2ccccc2)Oc2ccccc2O1
    10	0.7
COc1ccccc1NC(=S)N1CCc2cc(OC)c(OC)cc2C1
    18	-0.8
CC(=O)n1c(C=Nc2ccccc2)c(O)c2ccccc21
    14	/
O=C(CCCn1cnc([N+](=O)[O-])n1)Nc1ccc(Cl)cc1Cl
    20	-0.9
COc1ccc(C2NC(Cc3ccccc3)(C(=O)O)C3C(=O)N(c4ccccc4OC)C(=O)C23)cc1 (configuration not stated)
    11	-0.6
Cc1cccc(C(C(=O)NC2CCCCC2)N(Cc2cccnc2)C(=O)c2csnn2)c1 (configuration not stated)
    16	0.2
CSc1ccc(Cn2nnc(C(=O)Nc3ccc(C)c(C)c3)c2N)cc1
    13	-1.4
Cc1ccc(S(=O)(=O)CCC(=O)Nc2cccc(S(=O)(=O)N3CCCCCC3)c2)cc1
    10	0.0
COc1ccc(OC)c(C(=O)CN2C(=O)NC(C)(c3ccccc3)C2=O)c1 (configuration not stated)
    24	1.7
Cc1ccc(-c2cn(S(=O)(=O)c3cccc4nsnc34)nc2N)cc1
    15	-0.3
Cc1ccc2c(c1)C1CC(C)(O2)N(c2cccc(C(=O)NCc3ccccn3)c2)C(=O)N1 (configuration not stated)
    6	-1.7
CC(C)NC(=O)CSc1nc(N)c(-c2ccccc2)c(=O)[nH]1
    15	-1.0
CCOC(=O)C1=C(O)CSC1=Nc1cccc2ccccc12
    24	-0.9
Cn1c(=O)c2c(nc(Sc3ncnn3CC(=O)NC(C)(C)C)n2C)n(C)c1=O
    1	-1.4
CCCn1ncc(CN2CCC(N3CCC(C(=O)N4CCOCC4)CC3)CC2)c1C
    20	0.1
CSCc1cc(N2CCOCC2)nc(SCc2ccc(Cl)c(Cl)c2)n1
    19	-2.0
C/C(=N/NC(=O)CNC(=O)c1ccc2c(c1)OCO2)c1ccc2c(c1)CCCC2
    16	-1.1
Cc1ccc(S(=O)(=O)ON=C2CCN(S(=O)(=O)c3ccccc3)CC2)cc1
    5	-1.3
CCOC(=O)C(=O)/C(C#N)=C/Nc1ccc(Cl)cc1
    41	8.6
C=CCN=c1scc(-c2ccco2)n1/N=C/c1ccc(O)c(O)c1O
    11	-0.7
CCOC(=O)c1c(S(=O)(=O)N2CCN(C)CC2)c(C)n(C)c1C
    2	-0.9
COC(=O)Cc1c(O)ccn(Cc2ccc(OC)c(OC)c2)c1=O
    19	1.0
CCOC(Cn1c(CCCO)nc2ccccc21)OCC
    3	0.2
Cc1nc(-c2ccc(NC(=O)C(C)(C)C)cc2)c(-c2ccccc2)o1
    -3	-1.6
Cn1c(=O)n(C)c2cc(/C=N/NC(=O)c3cccc(Br)c3)ccc21
    35	-2.4
COCCCNC(=O)Cn1nnc(-c2ccc(NC(=O)c3ccccc3F)cc2)n1
    9	0.5
NC(=O)C1(NC(=O)[C@@H]2CC3(CC(c4cccc(NC(=O)c5cc([N+](=O)[O-])cc([N+](=O)[O-])c5)c4)=NO3)CN2C(=O)c2ccccc2)CC1 (some centres not stated)
    24	0.1
COc1ccc(N(CC(=O)Nc2cccc(SC)c2)S(C)(=O)=O)cc1
    22	-1.9
CC(=O)NC(CC(=O)NC(C)c1ccc(Cl)cc1Cl)c1ccccc1 (configuration not stated)
    11	-2.5
O=C(NCc1nc2ccccc2[nH]1)c1ccc(S(=O)(=O)N2CCOCC2)cc1
    11	2.4
O=C1CC(C(=O)N(c2ccccc2)C(C(=O)NC2CCCC2)c2ccncc2)CS1 (configuration not stated)
    5	-0.8
CCOc1ccc(CN(C)C(=O)c2ccc(NS(=O)(=O)c3ccc4[nH]c(=O)[nH]c4c3)cc2)cc1
    19	-0.5
Cc1nc(NCCCn2ccnc2)c2oc3ccccc3c2n1
    10	-0.7
Cc1ccc(S(=O)(=O)NCCCCCC(=O)NC(C)(C)CO)cc1
    14	-0.7
O=C(NCCc1ccccc1)C1CC(=O)N(C2CCCCCC2)C1 (configuration not stated)
    9	0.3
Cc1ccc(C(=O)CCC(=O)Nc2ncccc2O)cc1
    16	-2.0
CCOc1ncccc1C(=O)OCC(=O)c1ccccc1Br
    10	0.2
COc1cc(/C=N/NC(=O)c2cc(C)oc2C)cc(OC)c1OC
    19	-1.2
C#CCOCCOCCOCCNc1nc(N2CCN(C(=O)CCCCCCCCCCNC(=O)Cn3cc(C[C@@H](C)O)nn3)CC2)nc(N2CCN(C(=O)CCCCCCCCCCNC(=O)[C@H](CCCN=C(N)N)n3cc(C[C@@H](C)CC)nn3)CC2)n1
    -19	4.0
C=CCc1cccc2cc(C(=O)N3CCN(C(=O)OCC)CC3)c(=O)oc12
    15	-0.7
Cc1ncc([N+](=O)[O-])n1CCOC(=O)C12CC3CC(CC(C3)C1)C2
    5	-0.6
O=C(CN1C(=O)C2CC=CCC2C1=O)OCCN1C(=O)c2ccccc2C1=O (configuration not stated)
    0	-2.9

Next structures follow.
Sequence of screens – OX1R FRET antag	STK33 inh
N#Cc1c(-c2ccccc2)cc2nc3ccccc3n2c1N
    20	-0.3
CN(Cc1ccccc1)C(=O)c1ncn(C)c1C(=O)N(C)Cc1ccccc1
    1	0.2
Cc1cccc(N2CCN(C(=O)c3ccc(CS(=O)(=O)c4ccccc4C)o3)CC2C)c1 (configuration not stated)
    4	-0.9
O=C(COc1ccc(S(=O)(=O)NCc2ccccc2)cc1Cl)NCC1CCCO1 (configuration not stated)
    6	-2.5
CCCCCCCC1c2c(c(C)c(C)oc2=O)Oc2c(C)c(C)oc(=O)c21
    14	0.5
CC(C)c1ccc(C(C(=O)NC2CCCCC2)N(C(=O)c2ccccn2)c2cccnc2)cc1 (configuration not stated)
    15	-0.4
CCN1C(=O)c2cccc3c(Cl)ccc1c23
    3	0.8
OC(COc1c(F)cc(Br)cc1F)CN1CCc2ccccc2C1 (configuration not stated)
    12	0.9
NC(=O)c1cc(C(=O)Cc2ccc(Cl)cc2)c[nH]1
    -8	1.1
Clc1cc(-c2ccccc2)nc(-c2ccccc2)n1
    6	-0.8
O=S(=O)(Nc1cccc(Oc2cnccn2)c1)c1ccc(F)cc1
    8	-2.0
O=C(Cn1cc([N+](=O)[O-])cn1)Nc1cccnc1
    11	1.5
CCOC(=O)CN(C(=O)CSc1nnnn1C)c1ccccc1
    4	-1.4
Cc1ccc(CCNS(=O)(=O)c2ccc(C)cc2)cc1
    7	-1.7
NC(=O)NCc1ccccc1Cl
    14	-0.4
O=C(c1cnc2n(c1=O)CCS2)N1CCN(c2ccc([N+](=O)[O-])cc2)CC1
    24	-1.8
COc1ccc(C2=NN(c3nc(C)cc(C)n3)C(=O)C2)cc1
    11	-1.8
Cc1c(C(=O)OCC(=O)N2CC(C)OC(C)C2)oc2ccc(Br)cc12 (configuration not stated)
    11	-5.7
COC(=O)C1CCN(C(=O)COC(=O)CNS(=O)(=O)c2ccc(SC)c([N+](=O)[O-])c2)CC1
    49	-0.9
CCOCCCNc1ccc(N2C(=O)C3CCCCC3C2=O)cc1[N+](=O)[O-] (configuration not stated)
    24	0.2
CCOC(=O)C1CC(c2ccc(Cl)cc2)=NNC1=O (configuration not stated)
    5	2.0
CC(=O)N1CCN(S(=O)(=O)c2ccc(S(=O)(=O)NCC(C)C)cc2)CC1
    5	0.1
O=C(CSc1nnc(-c2cccnc2)n1Cc1ccco1)N1c2ccccc2Sc2ccccc21
    12	1.2
COc1ccccc1N1CCN(C(=O)COc2ccc(Cl)cc2)CC1
    14	-0.4
COc1ccc(OCC(=O)Nc2ccncc2)cc1
    17	-2.2
Brc1cccc(CN2CCCCCC2)c1
    /	-1.4
O=C(CN1C(=O)c2cccnc2Oc2ccc(Cl)cc21)N1CCOCC1
    12	-1.0
COc1cccc(N2CCN(C(=O)c3oc4ccccc4c3NC(=O)CCc3cc(OC)no3)CC2)c1
    7	-0.5
CCN(CC)c1ncnc2scc(C3COc4ccccc4O3)c12 (configuration not stated)
    15	-0.7
N#CCSc1nc2ccccc2c(=O)n1CCCC(=O)NCc1ccco1
    7	-0.8
CCN(c1ccccc1)S(=O)(=O)c1ccc2c(c1)CC(C)N2C(=O)C1CC1 (configuration not stated)
    13	0.3
CCn1c2ccccc2c2cc(Nc3cc(C)nc4ncnn34)ccc21
    2	-0.3
O=C(CCc1ccc(S(=O)(=O)N2CCOCC2)cc1)N/N=C/c1ccc(F)cc1F
    10	-0.3
Cn1ncc(Br)c1N1C(=O)CCC1=O
    9	-3.3
CCN(CC(=O)Nc1ccc2c(c1)OCCO2)C(=O)/C=C/c1ccc([N+](=O)[O-])cc1
    4	-0.6
CCCCC1(C)NC(=O)N(CC(=O)Nc2ccc(S(=O)(=O)N3CCOCC3)cc2)C1=O (configuration not stated)
    10	-1.1
O=C(Nc1ccccc1C(=O)NC1CCCCC1)c1ccco1
    19	-1.2
CO/N=C/C(c1ccc(Cl)nc1)S(=O)(=O)c1ccccc1 (configuration not stated)
    1	-0.2
Cc1cccc(N2C(S)=C(C#N)C(=O)NC2c2ccco2)c1 (configuration not stated)
    8	0.6
CCN(CC)c1ccc(/C=N/NC(=O)c2nnn(-c3nonc3N)c2C(C)C)c(O)c1
    96*	5.6
C[C@H]1CN([C@@H](C)CO)C(=O)c2cccc(NC(=O)C3CC3)c2O[C@H]1CN(C)S(=O)(=O)c1cccs1
    4	0.9
Cc1ccc(C(=O)SC2=NCCS2)cc1
    10	-0.2
Cc1cc(Cl)ccc1NC(=O)C1CCN(S(C)(=O)=O)CC1
    22	-2.6
Cc1cccc(NC(=O)Nc2ccc(S(N)(=O)=O)cc2)c1
    3	-0.4
O=C(Nc1nncs1)C12CC3CC(CC(Cl)(C3)C1)C2
    /	-0.8
O=C(c1ccco1)N1CCN(C(=O)C2CC(=O)N(c3ccccc3)C2)CC1 (configuration not stated)
    18	-1.8
COc1cc(OC)c(C(=O)OCC(=O)N(Cc2ccccc2)C(C)(C)C)cc1OC
    30	-0.3
Cc1ccc(N(CC(O)Cn2c3ccccc3c3ccccc32)S(C)(=O)=O)c(C)c1 (configuration not stated)
    5	-0.8
Cc1cccc(NC(=S)NCCC(c2ccccc2)c2ccccc2)c1
    11	-2.1
C=CCn1c(SC(C)C(=O)Nc2ccc(F)c(F)c2F)nnc1C1CC1 (configuration not stated)
    29	-1.0
CCCCN(C(=O)CSc1nn(-c2ccc(F)cc2)c(=S)s1)c1c(N)n(CCCC)c(=O)[nH]c1=O
    23	7.0

Structural class: the entries above containing a furan ring, fused or not
Sequence of screens – OX1R FRET antag	STK33 inh
O=C(Nc1ccc(N2CCN(C(=O)c3ccccc3)CC2)cc1)c1ccc(Br)o1
    23	3.3
O=C(Nc1cc([N+](=O)[O-])ccc1O)c1ccc2c(c1)C(=O)N(Cc1ccco1)C2=O
    32	6.8
C=CCN=c1scc(-c2ccco2)n1/N=C/c1ccc(O)c(O)c1O
    11	-0.7
Cc1nc(NCCCn2ccnc2)c2oc3ccccc3c2n1
    10	-0.7
COc1cc(/C=N/NC(=O)c2cc(C)oc2C)cc(OC)c1OC
    19	-1.2
Cc1cccc(N2CCN(C(=O)c3ccc(CS(=O)(=O)c4ccccc4C)o3)CC2C)c1 (configuration not stated)
    4	-0.9
Cc1c(C(=O)OCC(=O)N2CC(C)OC(C)C2)oc2ccc(Br)cc12 (configuration not stated)
    11	-5.7
O=C(CSc1nnc(-c2cccnc2)n1Cc1ccco1)N1c2ccccc2Sc2ccccc21
    12	1.2
COc1cccc(N2CCN(C(=O)c3oc4ccccc4c3NC(=O)CCc3cc(OC)no3)CC2)c1
    7	-0.5
N#CCSc1nc2ccccc2c(=O)n1CCCC(=O)NCc1ccco1
    7	-0.8
O=C(Nc1ccccc1C(=O)NC1CCCCC1)c1ccco1
    19	-1.2
Cc1cccc(N2C(S)=C(C#N)C(=O)NC2c2ccco2)c1 (configuration not stated)
    8	0.6
O=C(c1ccco1)N1CCN(C(=O)C2CC(=O)N(c3ccccc3)C2)CC1 (configuration not stated)
    18	-1.8

Compounds above that have a COOH group:
Sequence of screens – OX1R FRET antag	STK33 inh
O=C(O)C1C2C=CC(C3CC23)C1C(=O)O (configuration not stated)
    -24	-2.6
COc1ccc(C2NC(Cc3ccccc3)(C(=O)O)C3C(=O)N(c4ccccc4OC)C(=O)C23)cc1 (configuration not stated)
    11	-0.6
